HBB splicing – alters splicing of the hemoglobin beta chain. HBB splicing reporter cell assay, activation; EGFP reporter with mutant IVS2-654 intron; response scale: normalised to 500 nM splice-correcting PNA. Potency, µM (series often up to 46.1 µM), inactives show at the top dose activation, hits mostly activators. actives 0.06% (n = 65,000). AID 925; note: potency is the fitted concentration of half-maximal effect; 0% is about no effect
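HeLa cells stably expressing EGFP interrupted by mutant beta-globin intron 2 (IVS2-654), 500/well in 2% FCS. Treated with compound for 2 days at 37C. Splicing correction scored as total well GFP intensity (488 nm excitation, 500-520 nm emission); 500 nM antisense PNA served as control.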
HADH2 inhib – inhibitors of human HADH2 dehydrogenase; Q99714; recombinant HADH2, NADH fluorescence, beta-hydroxybutyryl-CoA; Potency, µM (top dose mostly 57.1 µM), without a hit: at the highest dose activity change, negative = inhibition, actives largely listed as inhibitors; actives 3.4% (n = 73,000); AID 886; note: potency is the fitted concentration of half-maximal effect; % is set by controls: 0 for no effect and ±100 for the full control effect; nearly all actives have a fitted effect of over 60% in size; many of its hits are not listed in these tables
Target sequence (Q99714 whole entry, looked up, one chain of several): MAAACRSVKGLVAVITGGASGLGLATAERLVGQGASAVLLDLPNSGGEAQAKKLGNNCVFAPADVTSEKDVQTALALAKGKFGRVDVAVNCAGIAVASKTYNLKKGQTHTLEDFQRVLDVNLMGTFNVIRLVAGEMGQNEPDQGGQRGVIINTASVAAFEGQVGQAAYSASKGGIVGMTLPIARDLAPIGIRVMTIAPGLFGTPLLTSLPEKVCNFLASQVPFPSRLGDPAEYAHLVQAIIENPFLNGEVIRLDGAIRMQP
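His-tagged recombinant enzyme from E. coli, 20 nM, preincubated 15 min RT with compound; reaction started with 1 mM NAD+ and 90 uM beta-hydroxybutyryl-CoA in 100 mM Tris-HCl pH 9.0. NADH fluorescence (ex 360/em 450) read over 4 min; last-minus-first difference.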
Hsp90 Hop PPI – changes Hsp90-Hop TPR2A binding signal, up or down; AlphaScreen TPR2A-His6 binding biotin-Hsp90 C-terminal peptide; Potency, µM (doses to about 57 µM), inactives show top-dose activity change, negative = inhibition; actives 0.44% (n = 71,000); AID 595; active = well fitted curve in either direction with a large enough effect; inconclusive = small, poorly fitted or top-dose-only effect, or another doubt; note: potency is the fitted concentration of half-maximal effect; % is set by controls: 0 for no effect and ±100 for the full control effect; many of its hits are not listed in these tables
Rhodamine fluor – compound autofluorescence in rhodamine spectral region. max dye-equivalent concentration, M. AID 594. actives 0.05% (n = 59,000). Rhodamine-region fluorescence, 547/598 nm, Tris buffer; active compounds read high; in the data active = max dye-equivalent concentration above about 11 nM; inconclusive = between about 1.1 nM and that limit
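A six-point rhodamine series on each plate calibrates the signal. Compounds sit in 100 mM Tris (pH 8.0) for 15 min at ambient temperature before imaging through 547 nm/598 nm filters.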
CRE-bla Fsk – alters forskolin-stimulated CRE reporter signaling in CHO cells. CHO CRE-bla reporter (cAMP response element driving beta-lactamase), forskolin EC10, beta-lactamase ratio. Potency, µM (series often up to 38.2 µM), for inactives: top-dose activity change, negative = inhibition, most hits filed as activators. actives 2.5% (n = 71,000); active = well fitted activation curve with a large enough effect in the signal ratio, with a control signal flat, not every such curve was filed as active; inconclusive = small, poorly fitted or top-dose-only effect, or effect the other way, or a change in a side signal; the % refers to the signal ratio; note: potency is the fitted concentration of half-maximal effect; % of control where 0% means no effect
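Reporter-gene assay: CHO cells with beta-lactamase behind cAMP responsive elements, co-treated with compound and EC10 NKH 477 for 3 hours at 37 degrees Celsius. Activity came from the 460/530 nm CCF4 emission ratio.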
FLuc inh – inhibitors of firefly luciferase; purified firefly luciferase, luminescence, 8 min; P08659; actives 2.2% (n = 72,000); AID 411; Potency, µM (series often up to 57.1 µM), without a hit: at the top dose activity change, negative = inhibition, actives largely listed as inhibitors; note: potency is the fitted concentration of half-maximal effect; % is set by controls: 0 for no effect and ±100 for the full control effect; nearly all actives have a fitted effect of over 40% in size
Target sequence (P08659 whole entry, looked up): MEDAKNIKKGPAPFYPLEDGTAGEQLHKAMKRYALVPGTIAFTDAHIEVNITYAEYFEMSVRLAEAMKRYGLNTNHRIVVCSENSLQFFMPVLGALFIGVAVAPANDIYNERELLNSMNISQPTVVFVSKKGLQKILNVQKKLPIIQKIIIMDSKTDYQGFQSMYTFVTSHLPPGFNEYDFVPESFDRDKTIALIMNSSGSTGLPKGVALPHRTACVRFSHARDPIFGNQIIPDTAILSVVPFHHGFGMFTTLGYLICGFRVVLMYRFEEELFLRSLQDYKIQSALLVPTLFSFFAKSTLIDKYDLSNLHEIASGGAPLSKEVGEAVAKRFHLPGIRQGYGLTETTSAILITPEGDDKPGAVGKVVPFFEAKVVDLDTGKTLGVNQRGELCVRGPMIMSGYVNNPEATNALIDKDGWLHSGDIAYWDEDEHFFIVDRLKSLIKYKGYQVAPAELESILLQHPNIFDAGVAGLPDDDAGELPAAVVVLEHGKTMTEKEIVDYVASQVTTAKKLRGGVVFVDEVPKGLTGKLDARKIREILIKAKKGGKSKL
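Firefly luciferase (PKLight detection mix) with 10 uM ATP in pH 7.2 imidazole buffer (KCl, MgCl2, Tween 20, BSA). Compounds tested across a concentration series (qHTS). Luminescence read after 8 min at ambient temperature.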
Tau fil binding – tau filament binding. AID 596. actives 2% (n = 71,000). recombinant tau filaments, thioflavin S fluorescence, 15 h; filaments grown with octadecylsulfate alongside compound. Potency, µM (doses to about 57.1 µM), inactives show at the top dose activity change, negative = inhibition. P10636;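 note: potency is the fitted concentration of half-maximal effect; % is set by controls: 0 for no effect and ±100 for the full control effect; actives lower thioflavin S fluorescence by blocking filaments or displacing dye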
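His-tagged recombinant human tau (exons 2, 3, 10; 1 uM final) fibrillized with 30 uM sodium octadecylsulfate, 15 h at 37 C, in pH 7.4 HEPES buffer with 10 uM thioflavine S and 5 mM DTT. Reduced ThS fluorescence (450/510 nm) marks activity.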
DNA Pol III inh – DNA polymerase III holoenzyme inhibition; reconstituted DNA polymerase III holoenzyme replication, biochemical; Potency, µM (top dose mostly 57.1 µM), without a hit: top-dose activity change, negative = inhibition; actives 0.25% (n = 71,000); note: potency is the fitted concentration of half-maximal effect; % is set by controls: 0 for no effect and ±100 for the full control effect
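Reconstituted *E. coli* holoenzyme (0.35 nM Pol III, 1 nM beta, 154 nM SSB, 2 nM primase) was preincubated with compound for 15 min at RT. Synthesis on 1.4 nM ssM13Gori ran 35 min, then was stopped with PicoGreen/EDTA and read as dsDNA fluorescence.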
ALOX15 inhib – 15-hLO (ALOX15) enzyme inhibition | P16050 | purified 15hLO-1, xylenol orange hydroperoxide absorbance | Potency, µM (series often up to 57.1 µM), for inactives: at the top dose activity change, negative = inhibition, actives largely listed as inhibitors | actives 1.4% (n = 74,000); note: potency is the fitted concentration of half-maximal effect; % is set by controls: 0 for no effect and ±100 for the full control effect; nearly all actives have a fitted effect of over 55% in size
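Purified human 15hLO-1 (40 nM final) in 25 mM Hepes pH 7.5, 0.01% Triton X-100 was preincubated with compound 15 min at room temperature, then reacted 6 min with 50 uM arachidonic acid; hydroperoxide detected by Fe-XO, 573/405 nm absorbance ratio.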
ERK AVP inh – vasopressin-driven ERK pathway inhibition; HEK293-V1b, vasopressin-stimulated pERK AlphaScreen; Potency, µM (series often up to 57.5 µM), for inactives: at the top dose activity, negative = inhibition, actives largely listed as inhibitors; actives 0.99% (n = 72,000); AID 995; note: potency is the fitted concentration of half-maximal effect; % is set by controls: 0 for no effect and ±100 for the full control effect; nearly all actives have a fitted effect of over 55% in size
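V1b-HEK293 cells; cpd 30 min 37C; 25 nM vasopressin 5 min; lyse 10 min; AlphaScreen beads 5 hr RT. Normalized to DMSO basal and 25 nM vasopressin; AC50 by Hill fit.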
TexasRed autofl – Texas Red region autofluorescence; actives 0.06% (n = 59,000); Compound fluorescence, Texas Red channel, 547/618 nm; active compounds read high; max dye-equivalent concentration, M; in the data active = max dye-equivalent concentration above about 10 nM; inconclusive = between about 1.1 nM and that limit
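qHTS profiling of intrinsic compound fluorescence; 100 mM Tris pH 8.0; 15 min RT; ex 547 / em 618 nm; response expressed as Texas Red dye-equivalent concentration from six-point plate standard.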
The depositor's hits bear a star; i = inactive; ? = inconclusive; · = no result given; [ ] = dose if it differs, or a comment. Unless noted, calls come from the whole dose curve; as a rule, active = well fitted curve in the direction sought with a large enough effect; inconclusive = small, poorly fitted or top-dose-only effect, or another doubt; inactive = no such curve, though single readings can be large; an effect the other way counts as inactive or inconclusive. This is a subset. The share of hits here may be higher or lower than overall.

SMILES	HBB splicing	HADH2 inhib	Hsp90 Hop PPI	Rhodamine fluor	CRE-bla Fsk	FLuc inh	Tau fil binding	DNA Pol III inh	ALOX15 inhib	ERK AVP inh	TexasRed autofl
COC(=O)c1c(N)sc(C(=O)N2CCOCC2)c1C	-1.7%	-3%	-1%	i	14%	1%	-3%	2%	-3%	-10%	i
Cc1ccc(-c2nc(C)sc2CC(=O)NCc2ccco2)cc1	-2.1%	-9%	-6%	i	?	-4%	-4%	-6%	-5%	17%	i
CCOC(=O)C1=C(NC#N)OC(C)=C(C)C1c1ccc(O)cc1 (stereo not given)	-1.2%[57.5 µM]	-18%	-5%	i	-2%	2%	2%	-5%	-29%	5%	i
O=C(O)C1CCCN(S(=O)(=O)c2ccc(Cl)s2)C1 (stereo not given)	-0.5%	-1%	-3%	·	-3%	3%	-6%	-8%	6%	4%	·
COc1ccc(C2C3=C(N=C4SCC(=O)N42)c2ccccc2CC3)cc1OC (stereo not given)	-1.4%	?	-16%	i	21%	-4%	-29%	-4%	?	-23%	?
COC(=O)C1C(=O)N2CCCSC2=C(C#N)C1c1cccs1 (stereo not given)	-0.8%	0%	-3%	i	-4%	3%	6%	-4%	3%	7%	i
CC1Cc2ccccc2N1C(=O)CCS(=O)(=O)c1cccs1 (stereo not given)	-0.7%	3%	1%	i	3%	-3%	-5%	2%	2%	-11%	i
CC(C)(C)NC[C@H](O)COc1nsnc1N1CCOCC1	-0.3%[20.6 µM]	3%	0%	i	-13%	-3%[25.5 µM]	-14%	-6%	0%[25.6 µM]	-2%	i
COc1ccc(OC)c(C2C(C(=O)Nc3ccccc3OC)=C(C)Nc3nc(CCCO)nn32)c1 (stereo not given)	0.0%	-6%	-7%	·	5%	-3%	2%	1%	-2%	-8%	·
CCOC(=O)C(Cc1cc(C(C)=O)ccc1OC(C)C)C(=O)OCC	-0.8%	2%	10%	i	13%	2%	0%	-8%	8%	-9%	?
O=C(O)c1cccc(S(=O)(=O)NCc2cccs2)c1	0.0%[57.5 µM]	4%	-2%	i	-6%	-2%	-14%	-9%	13%	10%	i
CCOc1ccc(OCc2ccc(C(=O)Nc3ccc(Cl)cn3)o2)cc1	-1.0%	-24%	7%	i	?	-1%	59%	0%	-17%	-15%	?
O=C(CN(c1ccccc1)S(=O)(=O)c1ccccc1)N1CCN(Cc2ccc3c(c2)OCO3)CC1	-0.9%[9.22 µM]	-6%	-3%	·	-16%	0%	7%	3%	5%	-12%	·
CC1(C)CC(=O)C(C(c2ccco2)C2C(=O)CC(C)(C)CC2=O)C(=O)C1	-1.7%	?	-7%	i	1%	-3%	13%	0%	0%	0%	i
O=C(NCC1COc2ccccc2O1)C1CCCN(S(=O)(=O)c2cnc[nH]2)C1 (stereo not given)	0.7%	12%	3%	·	-6%	0%	10%	-5%	10%	2%	·
COC(=O)c1ccc(NC(=O)CSc2nnc(CNc3ccc(OC)cc3)n2C)cc1	-0.1%[57.5 µM]	0%	-10%	i	-1%	-13%	-20%	-4%	6%	-12%	?
CCOC(=O)C1C(=O)NCC2CCCC21 (stereo not given)	0.0%[57.5 µM]	13%	1%	i	?	-24%	5%	-4%	-3%	15%	i
Oc1ccc2nc(Cc3ccccc3)[nH]c2c1	5.6%[0.369 µM]	-7%	-1%	i	-7%	-6%	-12%	-5%	-1%	-5%	i
COC(=O)[C@@]1(Cc2ccccc2)[C@@H]2[C@@H](CC(=O)[C@H]2CC(=O)C(=O)N(C)C)CN1C(=O)c1ccccc1	0.9%	10%	-1%	·	-26%	·	-1%	-2%	·	2%	·
O=C(CSc1nc2c(c(=O)n1-c1ccc(Cl)cc1)SCC2)Nc1ccc2c(c1)OCCO2	0.8%	17%	-9%	·	?	-3%	143%	-3%	9%	·	·
Cn1nnc(NC(=O)c2ccco2)n1	2.9%	0%	-2%	i	-16%	2%	14%	-3%	-4%	-1%	i
CCc1nnc(NC(=O)CSc2nnc(COc3ccccc3)n2Cc2ccccc2)s1	1.3%	12%	-2%	i	-3%	4%	10%	3%	-7%	-3%	i
CCCS(=O)(=O)NCc1cn2c(C)csc2n1	0.3%	-20%	?	·	4%	-14%	-5%	-3%	-1%	·	·
COC(=O)[C@@]1(C)C=C[C@@H](Cc2ccccc2)N1C(=O)c1ccccc1	-1.3%	7%	2%	·	-8%	·	12%	0%	-7%	-14%	·
Cc1ccccc1CSCC(=O)NC(=O)NC(C)(C)C	-0.2%[57.5 µM]	0%	3%	i	13%	4%	-6%	-8%	4%	-1%	i

Some of the entries above in a different format.
Every second line gives: HBB splicing | HADH2 inhib | Hsp90 Hop PPI | Rhodamine fluor | CRE-bla Fsk | FLuc inh | Tau fil binding | DNA Pol III inh | ALOX15 inhib | ERK AVP inh | TexasRed autofl
Oc1ccc2nc(Cc3ccccc3)[nH]c2c1
 : 5.6%[0.369 µM] | -7% | -1% | i | -7% | -6% | -12% | -5% | -1% | -5% | i
COC(=O)[C@@]1(Cc2ccccc2)[C@@H]2[C@@H](CC(=O)[C@H]2CC(=O)C(=O)N(C)C)CN1C(=O)c1ccccc1
 : 0.9% | 10% | -1% | · | -26% | · | -1% | -2% | · | 2% | ·

(continued)
SMILES	HBB splicing	HADH2 inhib	Hsp90 Hop PPI	Rhodamine fluor	CRE-bla Fsk	FLuc inh	Tau fil binding	DNA Pol III inh	ALOX15 inhib	ERK AVP inh	TexasRed autofl
Cc1cc(NC(=O)CSc2nc3ccccc3[nH]2)no1	-0.1%	-9%	2%	i	-4%	-1%	3%	-2%	3%	-10%	i
Cc1ccc(Cn2ccc(NC(=O)c3c(-c4ccccc4Cl)noc3C)n2)cc1	-1.7%	-4%	-1%	i	?	0%	-1%	-6%	-10%	5%	?
O=C(CSc1nnc(-c2ccco2)n1-c1ccccc1)N1CCOCC1	0.2%	2%	-6%	i	?	0%	2%	-2%	2%	0%	?
O=C(O)Cn1nc(-c2ccccc2)c2ccccc2c1=O	-0.2%	1%	2%	i	1%	3%	-2%	-8%	?	1%	i
CCOC(=O)N1CCN(CC(=O)Nc2cc3c(cc2C(C)=O)OCO3)CC1	-0.7%	8%	-3%	·	8%	2%	425%	3%	3%	·	·
Cc1cc(C)n(C/C=C/Cn2nc(C)cc2C)n1	1.6%	-1%	-7%	i	-2%	0%	-7%	-2%	1%	-2%	i
O=C(NCCCc1ccccc1)c1ccc(Br)o1	-1.0%	-17%	0%	i	-12%	1%	-10%	5%	-1%	-10%	i
COc1ccccc1NC(=O)CSc1nnnn1Cc1ccccc1	6.1%	3%	0%	i	-1%	-1%	2%	-3%	2%	1%	i
Cc1cc(C(=O)NCc2ccccc2Br)no1	-0.8%	-1%	-7%	i	-1%	1%	1%	-6%	2%	-6%	?
O=C(c1ccccc1)N1CCN(CC(O)COCC2CC=CCC2)CC1 (stereo not given)	·	8%	-3%	i	-1%	3%	3%	-8%	2%	-5%	i
CCN1C(=S)SC(=O)C1=C1C=C(C)N(CCOC)C(C)=C1	0.4%[57.5 µM]	?	-4%	i	-2%	-1%	58%	2%	-19%	-1%	i
COc1ccccc1Oc1c(C)oc2c(CN3CCN(CCO)CC3)c(O)ccc2c1=O	-1.2%[0.369 µM]	?	-5%	i	-1%	2%	9%	7%	5%	6%	i
CCC(C)(C)n1nnnc1C(c1ccccc1F)N1CCC(C(N)=O)CC1 (stereo not given)	·	-2%	-3%	i	1%	3%	3%	-6%	22%	1%	i
COC(=O)Nc1ccc(OC)c(OC)c1	-0.7%	1%	-1%	i	-3%	2%	0%	-3%	1%	-9%	i
COC(=O)c1cc(=O)n(Cc2ccco2)c(=Nc2ccc(F)c(Cl)c2)s1	-1.4%	-29%	-17%	·	?	-9%	-19%	-13%	-21%	?	·
O=C(Nn1cnnc1)c1ccncc1	0.8%	-3%	-2%	i	1%	3%	4%	1%	8%	13%	i
O=C(Nc1ccc2c(c1)CCC2)c1cnccn1	4.1%	0%	-9%	i	-15%	25µM*	-27%	-4%	-12%	3%	i
O=C(N1CCOCC1)N1CCC(NC(=O)C23CC4CC(CC(C4)C2)C3)CC1	-0.7%	-1%	-1%	i	27%	1%	15%	1%	7%	7%	i
Cc1ccc(S(=O)(=O)N[C@H]2COC(=O)C/C=C\[C@@H](C)[C@H](NS(=O)(=O)c3ccc(C)cc3)COC(=O)C/C=C\[C@H]2C)cc1	1.2%[9.22 µM]	8%[11.4 µM]	·	·	·	1%[11.4 µM]	·	·	4%[11.4 µM]	5%[11.5 µM]	·
